# Source: PubChem BioAssay
# GPR55 beta-arrestin: selective activators of receptor GPR55 – imaging, U2OS cells, beta-arrestin-GFP redistribution, primary screen (AID 1961); one-dose activation, % at 10 µM; EC50 in µM for titrated hits; U2OS GPR55 beta-arrestin-GFP redistribution imaging; higher % means a stronger effect; 290,000 tested, 0.048% active;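 active means activation above 40% with more than 50 cells counted in the well; inconclusive means wells holding fewer than 50 cells, flagged as toxic or sparse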;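 further: U2OS osteosarcoma cells stably expressing GPR55 and beta-arrestin-GFP; plate controls were DMSO negative control for no effect and LPI positive control for full effect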
# KOR beta-arrestin-1: KOR agonists, beta-arrestin recruitment, primary screen, cell-based, luminescence, uHTS (AID 1777). KOR beta-arrestin recruitment, luminescence; higher % means a stronger effect. one-dose activation, % at 10 µM; EC50 in µM for titrated hits. 280,000 tested, 0.02% active; in the data active means activation above about 50%, passing the limit was not always enough; further: a part of the inactive calls stands beside numbers as strong as those of hits
# GPR55 antagonists: inhibition of LPI-stimulated GPR55 beta-arrestin translocation – imaging, U2OS, beta-arrestin-GFP, LPI agonist, primary screen (AID 2013); U2OS GPR55 beta-arrestin-GFP translocation imaging, LPI antagonism; higher % means a stronger effect; one-dose inhibition, % at 10 µM; IC50 in µM for titrated hits; 290,000 tested, 0.13% active;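 active means spots per cell inhibited over 60%, with over 100 cells counted and total cytoplasm intensity under 500,000; inconclusive means wells with under 100 cells, flagged as likely toxic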;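 further: U2OS cells stably carrying GPR55 and arrestin-GFP stimulated by 5 µM LPI near EC80; imaged beta-arrestin-GFP aggregate spots per cell after agonist stimulation; plate controls were LPI-stimulated DMSO wells for no effect and DMSO wells without LPI for full effect; some results filed as inactive read as strong as hits; confirmed hits need IC50 under 10 µM and bright autofluorescent wells are also inconclusive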
# KOR beta-arrestin-2: kappa opioid receptor blockers – cell-based, luminescence, uHTS (AID 1778); KOR beta-arrestin recruitment, luminescence, antagonist mode; higher % means a stronger effect; inhibition, % at 10 µM, or IC50 in µM where a hit was titrated; 290,000 tested, 0.091% active; in the data active means inhibition above about 50%; further: strong numbers were not always called active
# GPR35 arrestin U2OS: inhibition of zaprinast-stimulated GPR35 beta-arrestin translocation – imaging, U2OS, beta-arrestin-GFP, zaprinast agonist, primary screen (AID 2058); U2OS GPR35 beta-arrestin-GFP translocation imaging, zaprinast antagonism; higher % means a stronger effect; inhibition, % at 10 µM; hits with a dose series show IC50 in µM; 290,000 tested, 0.052% active;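 active means inhibition of at least 50% with at least 30 cells and total cytoplasm GFP at most 10,000,000; inconclusive means under 30 cells or total GFP of 10,000,000 plus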
# West Nile virus CPE: inhibition of WNV-induced cytopathic effect – cell-based, CPE readout (AID 1621) | 290,000 tested, 0.02% active | West Nile virus-infected cells, CPE inhibition; higher % means a stronger effect | one-dose CPE inhibition, % at 10 µM; IC50 in µM for titrated hits; in the data active means a potency from the dose series; inconclusive means CPE inhibition mostly from about 3.7% at the one dose, without a potency; inactive means the rest, 99 in 100 with CPE inhibition below about 2.2%; further: strong numbers were not always called active
# NOD1 NF-kB reporter: NOD1 signaling inhibitors, primary screen, cell-based, luminescence, uHTS (AID 1578). NOD1-driven NF-kB luciferase reporter cells, luminescence; higher % means a stronger effect. inhibition, % at 4 µM; hits with a dose series show EC50 in µM. 290,000 tested, 1% active; in the data active means inhibition mostly above about 36%, no sharp cut-off; inactive means mostly below about 34%;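 further: HEK-293T reporter cells stimulated with the NOD1 agonist gamma-tri-DAP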
# Dengue-2 NS5 capping: flavivirus cap methylation enzyme inhibition – biochemical, confirmation dose response, primary screen (AID 588689) | inhibition, % at 25 µM, or IC50 in µM where a hit was titrated | Dengue-2 NS5 methyltransferase capping enzyme assay, biochemical; higher % means a stronger effect | 340,000 tested, 0.3% active; in the data active means a potency from the dose series; inconclusive means inhibition above about 29% without an active follow-up result
# HIV fusion peptide: inhibitors of HIV fusion peptide binding, primary screen, biochemical, uHTS, fluorescence dequenching (AID 1986); cell-free peptide binding, fluorescence dequenching, 30 min; higher % means a stronger effect; inhibition, % at 20 µM, or IC50 in µM where a hit was titrated; 290,000 tested, 0.3% active; in the data active means inhibition mostly above about 52%, no sharp cut-off; inactive means mostly below about 76%; further: some results filed as inactive read as strong as hits
# Dengue-2 NS5 capping pilot replicate: further read-out of Dengue-2 NS5 capping, marked with its call; inhibition, %; measured here: pilot screen replicate inhibition
# Numbers without * were called inactive; ? = inconclusive; . = not tested or not shown; [ ] = dose if it differs, or a comment. An excerpt; rates above refer to the full screens.
SMILES,GPR55 beta-arrestin,KOR beta-arrestin-1,GPR55 antagonists,KOR beta-arrestin-2,GPR35 arrestin U2OS,West Nile virus CPE,NOD1 NF-kB reporter,Dengue-2 NS5 capping,HIV fusion peptide,others
O=c1ccc(-c2nc3ccccc3n2Cc2ccccc2Cl)c[nH]1,-0.2%,1.2%,12%,-8%,-1%,-0.9%,-39%,4%,-3.0%,
CCOc1ccc(C2CC(=O)NC2=O)cc1 (stereo unspecified),-0.1%,-5.1%,6%,42%,-13%,0.2%,4%,1%,-0.9%,
Cc1ccccc1N1C(=O)C(Cc2ccc(F)cc2)S/C1=C(\C#N)C(N)=O (stereo unspecified),0.2%,4.9%,4%,6%,6%,-1.2%,-10%,.,-0.6%,
O=C(N/N=C/c1ccsc1)c1ccccn1,-0.6%,-2.0%,3%,-1%,6%,0.5%,-11%,-14%,-0.4%,
NC(=O)c1nn(-c2ccccc2)nc1N,0.0%,-1.9%,8%,-28%,5%,0.5%,7%,7%,-0.4%,
COc1cc(OC)c(NC(=O)CS(=O)(=O)Cc2nc(-c3ccc(C)cc3)oc2C)cc1Cl,-0.1%,5.4%,7%,22%,-1%,-0.5%,20%,-2%,-3.6%,
O=C(c1ccccc1)c1cncc(Br)c1,0.1%,-4.1%,5%,15%,-2%,-0.2%,-5%,-26%,1.3%,
CC(C)Sc1nc2ccc(Br)cc2[nH]1,-0.1%,.,4%,16%[20 µM],8%,-0.2%,-24%,16%,-1.2%,
COc1ccc2ccccc2c1C(O)c1nccn1C (stereo unspecified),-0.2%,-3.4%,-6%,6%,-6%,-0.2%,-1%,?,13%,
O=C(CN1CCN(c2ccc(F)cc2)CC1)Nc1ccccc1Br,0.0%,-2.8%,4%,25%,-1%,-1.0%,4%,-11%,-1.1%,
CCN(CC)S(=O)(=O)c1cccc(-c2nnc(SCC(=O)c3cc(C)n(C)c3C)o2)c1,0.2%,1.9%,0%,-4%,-1%,-0.7%,-6%,2%,-0.1%,
CC(=O)c1ccc(OCC(O)CN(C)Cc2cccs2)cc1 (stereo unspecified),0.4%,5.0%,3%,7%,12%,-0.2%,1%,6%,-3.0%,
Cc1cc(C)c2c(N)c(S(=O)(=O)Cc3ccccc3)sc2n1,-0.2%,-6.2%,-4%,-15%,-14%,.,11%,-1%,-1.1%,
O=C(NCCc1ccccn1)C1CCN(S(=O)(=O)c2ccc3ccccc3c2)CC1,-0.1%,.,4%,-59%[20 µM],14%,-1.3%,-38%,-9%,-0.7%,
COc1ccc(C2=NOC(C(=O)NCCCn3ccnc3)C2)cc1 (stereo unspecified),-0.1%,4.5%,-4%,-28%,2%,-0.3%,1%,-2%,-2.1%,
COc1ccc(C(=O)CSc2nnc(CNc3ccc(F)cc3)o2)cc1,-0.3%,-0.7%,18%,-13%,-5%,-0.2%,-21%,-2%,-1.2%,
CN(C)CCn1cnc2c1c(=O)n(C)c(=O)n2C,-0.1%,.,11%,.,1%,0.1%,-25%,0%,-0.6%,
CCn1c(Cc2ccccc2)nnc1SCC(=O)Nc1nc(C)cs1,-0.2%,9.0%,-1%,-32%,-7%,-0.2%,3%,0%,-0.4%,
Cc1ccc(C)c2[nH]c(=O)c(CN(CCN3CCCC3)C(=O)Nc3ccc(F)cc3)cc12,0.2%,-3.1%,4%,6%,6%,0.3%,-12%,9%,3.2%,
O=C1Nc2cc(Cl)ccc2C1(N1CCNCC1)C(F)(F)F (stereo unspecified),0.0%,1.2%,13%,5%,-13%,-1.0%,-18%,1%,-2.3%,Dengue-2 NS5 capping pilot replicate=0.0
CCN(CC)S(=O)(=O)c1ccc(C(=O)Nc2cc(C)on2)cc1,0.3%,3.2%,-8%,26%,-8%,0.5%,4%,-1%,4.4%,
CCOCCOCCC(C(=O)O)P(=O)(c1ccccc1)c1ccccc1 (stereo unspecified),-0.1%,0.0%,7%,-15%,26%,-0.5%,-8%,-4%,-2.6%,
CC(C)NC(=O)C1CCN(C(=O)N(C)C)CC1,-0.1%,-2.8%,15%,10%,-4%,0.4%,-13%,1%,3.3%,
COc1ccc(/C=C2\SC(=O)N(CCNC(=O)Cc3coc4cc(C)ccc34)C2=O)cc1OC,0.2%,1.0%,14%,-41%,7%,-1.5%,-3%,7%,0.2%,
Cn1c2ccccc2c2nnc(SCC(=O)NC3CC3)nc21,-0.1%,2.1%,-1%,-22%,3%,-0.2%,-9%,-12%,-0.5%,
COc1ccccc1NC(=S)N(CCN1CCCCCC1)Cc1cccs1,-0.3%,-5.9%,11%,10%,16%,-1.1%,-4%,-1%,-0.9%,
O=C(O)c1c(-c2ccccc2)nnc2ccccc12,-0.1%,-6.3%,-8%,24%,-18%,-0.1%,-15%,-3%,-1.0%,
COCCN(C(=O)c1snc(C(N)=O)c1N)C(C(=O)NC1CCCC1)c1cc(OC)c(OC)c(OC)c1 (stereo unspecified),-0.2%,1.5%,-3%,-20%,-12%,-0.1%,-20%,1%,0.2%,
COc1cc(C2c3c([nH]c(=O)[nH]c3=O)Nc3ccc4ccccc4c32)cc(OC)c1OC (stereo unspecified),-0.4%,9.2%,-2%,6%,13%,1.8%,-10%,2%,27%,
O=C1COc2ccc(C(=O)c3ccccc3)cc2CN1,-0.1%,1.8%,9%,16%,3%,0.2%,-5%,4%,-2.5%,
Cc1cc(Cl)ccc1C(=O)C1CCCN(C(=O)c2cccnc2C)C1 (stereo unspecified),-0.1%,16%,-3%,-46%,-4%,-0.3%,30%,-2%,0.7%,
O=C(COC(=O)C1CC(=O)N(Cc2ccccc2)C1)c1ccc(F)cc1 (stereo unspecified),-0.3%,-3.6%,-4%,1%,2%,-0.2%,-12%,0%,-0.4%,
COc1cc(NC(=O)c2cnc(NCc3ccccc3)nc2C)cc(OC)c1OC,0.0%,-5.4%,1%,-8%,-8%,-1.4%,-5%,-3%,1.7%,
Cc1cc(C(=O)COC(=O)c2ccc([N+](=O)[O-])o2)c(C)n1CC1CCCO1 (stereo unspecified),-0.6%,-4.5%,-12%,6%,2%,-0.1%,-12%,4%,-0.8%,
Cc1ccc(S(=O)(=O)NCCSc2nnc(N)s2)cc1,0.2%,3.9%,2%,-53%,-7%,0.1%,4%,-3%,0.5%,
COC(=O)c1c(NC(=O)c2c(-c3ccccc3Cl)noc2C)sc2c1CCC2,-0.1%,-2.7%,18%,-12%,0%,.,22%,-6%,-2.2%,
COc1cc(C2Sc3ccccc3NC3=C2C(=O)OC3)cc(OC)c1OC (stereo unspecified),-0.3%,-4.6%,-9%,5%,-1%,0.2%,-17%,3%,11%,
COc1ccc(C(=O)N/C(=C\c2cccc([N+](=O)[O-])c2)C(=O)Nc2cccc(C(=O)O)c2)cc1,-0.1%,.,10%,4%[20 µM],5%,0.4%,-31%,-3%,2.4%,
CCCCOc1ccc(C2NC(=O)NC(C)=C2C(C)=O)cc1OCC (stereo unspecified),0.7%,-3.2%,7%,1%[20 µM],-15%,-0.9%,-26%,6%,-1.0%,
CCN(CCO)C(=S)Nc1cc(S(=O)(=O)N(C)C)ccc1C,-0.4%,-3.0%,-5%,3%,-3%,-0.7%,-20%,-2%,-1.7%,
CC(C)N1CCc2c(sc(NC(=S)NC(=O)c3ccccc3)c2C#N)C1,-0.2%,4.6%,8%,5%,7%,0.0%,-47%,-66%,81%*,
O=C1Nc2ccc(Br)cc2C1(O)c1ccccc1 (stereo unspecified),-0.1%,-4.5%,11%,10%,-14%,-0.3%,-6%,-1%,-0.4%,
O=C(CCc1nc(-c2ccccc2F)no1)NC1CCN(Cc2ccccc2)CC1,-0.3%,-0.2%,-5%,-25%,-13%,0.1%,7%,.,0.2%,
COCC(=O)Nc1nc2ccccc2s1,-0.2%,0.4%,6%,12%,5%,0.0%,-21%,-1%,-0.4%,
COc1cc2c(cc1NC(=O)COc1ccccc1OC)oc1ccccc12,0.2%,32%,6%,-3%,27%,-0.3%,-19%,-5%,-0.9%,
COc1c2occc2c(OC)c2c(=O)cc(C(F)(F)F)oc12,-0.2%,-8.0%,-7%,-1%,10%,0.2%,-12%,-9%,-0.2%,
O=C(N/N=C1\CC(c2ccccc2)Oc2ccccc21)c1ccc(O)cc1 (stereo unspecified),-0.2%,1.2%,-7%,-10%,-9%,-0.1%,19%,-3%,0.3%,
COc1ccccc1Nc1nc(N)nc(CN2CCOCC2)n1,0.4%,-5.8%,-2%,30%,-4%,0.2%,10%,-2%,168%,
CC(C)C(=O)Nc1ccc(C(=O)Nc2ccc(Br)cc2F)cc1,0.1%,1.7%,0%,-18%,-17%,-0.6%,-22%,-4%,2.1%,
CCCn1nnc(NC(=O)c2ccc(OC)cc2)n1,-0.1%,-9.0%,3%,16%,3%,0.7%,-58%,0%,-2.9%,
COc1cc(CNc2ccc3[nH]c(=O)[nH]c3c2)ccc1OCc1ccccc1,0.4%,-3.3%,10%,-12%,7%,-0.9%,49%,1%,-0.2%,
Cc1cc(C(=O)N2CCc3c([nH]c4ccccc34)C2c2cccc(Cl)c2)nn1C (stereo unspecified),0.3%,.,48%,-10%[20 µM],34%,-0.2%,-21%,-2%,1.4%,
COc1ccc(S(=O)(=O)Cc2ccc(C(=O)N3CCN(c4cc(C)ccc4C)CC3)o2)cc1,-0.1%,0.7%,11%,-1%,-3%,-0.1%,26%,2%,0.0%,
CCN1C(=O)CSc2ccc(C(=O)NCc3ccccc3)cc21,-0.1%,-2.0%,1%,-12%,9%,0.7%,-21%,-9%,0.3%,
CSc1cccc(NC(=S)N2CCCN(Cc3cccc(Cl)c3)C2)c1,-0.3%,14%,45%,-24%,-5%,-1.4%,17%,-10%,-0.8%,
Nc1cc(=O)[nH]c(SCC(=O)Nc2ccccc2Sc2ccccc2)n1,-0.5%,0.4%,-3%,-18%,-16%,-1.1%,-34%,2%,2.4%,
Nc1cccc(-c2nc3ncccc3o2)c1,-0.1%,-2.3%,-8%,-30%,2%,0.9%,48%,-7%,-0.6%,
Cc1cc(C)c2c(N)c(C(=O)N3CCN(c4ncccn4)CC3)sc2n1,-0.1%,1.6%,15%,3%,-10%,0.1%,-35%,-8%,-1.6%,
Cc1ccn2c(CN(C)CCn3nc(C)cc3C)c(C(=O)N3CCCCCC3)nc2c1,0.0%,0.5%,10%,-4%,-7%,-0.6%,-21%,1%,1.7%,
